GLP1R ag: qHTS of GLP-1 Receptor Agonists; AID 624172, 2012; Glucagon-like peptide 1 receptor (Homo sapiens), P43220; HEK293 GLP-1R CRE-luciferase, luminescence, 4-6 h; cells express a hypersensitive GLP-1R form; Potency, µM (top dose mostly 45.6 µM), for inactives: at the highest dose activation, usual class: activators; 380,000 tested, 0.007% active; further: potency means the concentration at half of the fitted maximal effect; % of control where 0% means no effect
HEK293 tox: qHTS of GLP-1 Receptor Inverse Agonists: Cytotox Screen. Potency, µM (doses to about 38.3 µM), for inactives: at the highest dose activity change, negative = inhibition, hits mostly inhibitors. 410,000 tested, 0.13% active. HEK293 cAMP-luciferase reporter cells, luminescence, 24 h;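 further: loss of luciferase light is scored as toxicity; potency means the concentration at half of the fitted maximal effect; on the % scale 0 is the no-effect control and ±100 the full control effect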
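Here, cytotoxicity is scored as loss of luminescence. The MLSMR collection was tested on cells seeded in medium containing 10% Nu serum, with a 24 hr compound exposure preceded by 12 hours of culture.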
PI5P4K alpha inh: qHTS for Inhibitors of phosphatidylinositol 5-phosphate 4-kinase (PI5P4K). Phosphatidylinositol 5-phosphate 4-kinase type-2 alpha (Homo sapiens), P48426. PI5P4Kalpha enzyme, ADP-Glo luminescence, 60 min; hits give low values. max response, %. 330,000 tested, 1.2% active. AID 652105, 2013; active means max response of -50% or lower; inconclusive means between -30% and -50%; inactive means -30% or higher; further: value at the top dose of about 77 µM; on the % scale 0 is the no-effect control and ±100 the full control effect
Target sequence (P48426 whole entry, looked up): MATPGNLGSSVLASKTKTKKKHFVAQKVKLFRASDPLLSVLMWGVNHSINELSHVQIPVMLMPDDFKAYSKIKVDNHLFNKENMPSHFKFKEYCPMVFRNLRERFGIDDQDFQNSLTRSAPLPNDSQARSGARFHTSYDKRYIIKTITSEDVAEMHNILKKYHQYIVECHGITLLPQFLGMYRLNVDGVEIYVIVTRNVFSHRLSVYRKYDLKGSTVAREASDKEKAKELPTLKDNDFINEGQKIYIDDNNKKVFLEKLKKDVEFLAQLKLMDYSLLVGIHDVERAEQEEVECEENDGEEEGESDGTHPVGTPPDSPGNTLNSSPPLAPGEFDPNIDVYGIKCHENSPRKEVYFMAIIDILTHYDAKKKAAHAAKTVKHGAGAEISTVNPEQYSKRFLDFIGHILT
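Single end-point luminescence (ADP-Glo) quantified ADP from PI5P4Kalpha turnover; ATP 5 microM final, 1 h at RT, 0.1% CHAPS and 0.28 mM EGTA in HEPES pH 7.4.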
GLP-1R inv ag: qHTS of GLP-1 Receptor Inverse Agonists (Inhibition Mode); Potency, µM (top dose mostly 38.3 µM), for inactives: top-dose activity change, negative = inhibition, actives largely listed as inhibitors; Glucagon-like peptide 1 receptor (Homo sapiens), P43220; 410,000 tested, 1.6% active; HEK293 GLP-1R CRE-luciferase, luminescence, 24 h; GLP-1R form is constitutively active; further: potency means the concentration at half of the fitted maximal effect; on the % scale 0 is the no-effect control and ±100 the full control effect; nearly all actives have a fitted effect of over 55% in size
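Luminescence readout: a drop in cAMP-driven luciferase signal flags inverse agonism at a constitutively active GLP-1R stably expressed in HEK293. Compound exposure lasted 24 hr at 37 deg C, 5% CO2.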
PLK1 PBD block: qHTS for Inhibitors of PLK1-PDB (polo-like kinase 1 - polo-box domain): Primary Screen | Potency, µM, without a hit: max response, negative = inhibition, usual class: inhibitors | 360,000 tested, 2.8% active | Plk1 PBD binding of FITC phosphopeptide, fluorescence polarization; further: potency means the concentration at half of the fitted maximal effect; series mostly up to about 57 µM; on the % scale 0 is the no-effect control and ±100 the full control effect; nearly all actives have a fitted effect of over 65% in size
D3 antag: qHTS of D3 Dopamine Receptor Antagonist: qHTS; D(3) dopamine receptor (Homo sapiens), P35462; AID 652054, 2013; max response, negative = inhibition, %; 360,000 tested, 2.5% active; D3R cells, DiscoveRx beta-arrestin luminescence, antagonist mode; hits give low values; in the data active means max response below about -50%; inconclusive means no clear call, values can overlap the other calls; further: on the % scale 0 is the no-effect control and ±100 the full control effect; mostly tested at two doses, the higher about 12 µM
Target sequence (P35462 whole entry, looked up): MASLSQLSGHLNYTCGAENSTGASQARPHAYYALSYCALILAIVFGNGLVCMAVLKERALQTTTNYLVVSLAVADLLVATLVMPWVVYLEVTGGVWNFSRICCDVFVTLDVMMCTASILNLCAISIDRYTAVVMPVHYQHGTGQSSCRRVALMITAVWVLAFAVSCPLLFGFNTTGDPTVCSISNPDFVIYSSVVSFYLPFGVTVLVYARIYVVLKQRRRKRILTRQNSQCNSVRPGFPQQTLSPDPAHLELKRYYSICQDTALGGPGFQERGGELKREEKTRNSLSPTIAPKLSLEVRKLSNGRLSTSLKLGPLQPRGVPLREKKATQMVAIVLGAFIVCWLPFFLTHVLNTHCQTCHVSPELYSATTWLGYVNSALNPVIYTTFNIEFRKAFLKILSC
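Cells expressing the human receptor were seeded at 1500 cells/well, incubated overnight at 37 degrees C in 5% CO2, then exposed to library compounds with dopamine controls for 90 minutes at 37 degrees C before luminescent detection.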
DRD3 agonist: qHTS of D3 Dopamine Receptor Agonist: qHTS | D(3) dopamine receptor (Homo sapiens), P35462 | D3R DiscoveRx beta-arrestin cells, luminescence, 90 min | max activation, % | 410,000 tested, 0.58% active | AID 652048, 2013; in the data active means max activation above about 30%; further: 0% is about no effect; mostly tested at two doses, the higher about 12 µM
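Agonist-mode cell screen: cells plated at 1500/well and incubated overnight at 37 °C, then exposed to library compounds for 90 min at 37 °C. Detection reagent was added for 30–60 min at room temperature, and luminescence was read.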
IL2 activator: qHTS of IL-2 Activators. IL-2 activation reporter assay, cell-based qHTS; stimulated with anti-CD3/CD4/CD28 beads; in transgenic mouse T cells. activation, % (series mostly up to about 46 µM). 360,000 tested, 0.065% active; in the data active means activation above about 50%; inconclusive means mostly about 30% to 49%; further: 0% is about no effect
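Readout is EGFP and DsRed signal by fluorescent plate cytometry after 18 h at 37 degrees C. Transgenic mouse T cells (750/well) received compound for 60 min before bead stimulation (anti-CD3, anti-CD4, anti-CD28); memory T cells served as non-tolerant control.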
WRN helicase inh: qHTS for Inhibitors of WRN Helicase | Bifunctional 3'-5' exonuclease/ATP-dependent helicase WRN (Homo sapiens), Q14191 | WRN helicase unwinding, fluorescent forked duplex, kinetic | Potency, µM (series often up to 114 µM), for inactives: at the top dose activity change, negative = inhibition, actives largely listed as inhibitors | 360,000 tested, 0.46% active; further: potency means the concentration at half of the fitted maximal effect; on the % scale 0 is the no-effect control and ±100 the full control effect; nearly all actives have a fitted effect of over 55% in size
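Kinetic fluorescence helicase assay: unwinding of a quenched forked DNA duplex (100 nM final) with 2 mM ATP final raises red fluorescence (525/598 nm). Compounds sat 15 min at room temperature with 20 nM WRN beforehand.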
The depositor's hits bear a star; ? = inconclusive; . = no result given; [ ] = remark or other dose. Unless noted, the call rests on the fitted dose curve; in most records, active means well fitted curve in the direction sought with a large enough effect; inconclusive means small, poorly fitted or top-dose-only effect, or another doubt; inactive means no such curve, though single readings can be large; an effect the other way counts as inactive or inconclusive.

SMILES	GLP1R ag	HEK293 tox	PI5P4K alpha inh	GLP-1R inv ag	PLK1 PBD block	D3 antag	DRD3 agonist	IL2 activator	WRN helicase inh
CCN(CC(=O)Nc1c(F)cccc1F)C(=O)/C=C/c1ccc(Br)s1	-1.8%	10.7%	-2.8	-14.6%	-1.3%	-4.3	0.8	3.3	-13.5%
O=C(CSc1nnc(-c2ccncc2)n1Cc1ccco1)Nc1nccs1	8.2%	-6.4%	0.3	10.2%	-3.3%	10.0	0.8	-0.4	-0.8%[57.1 µM]
O=S1(=O)CC(N2CCCC2)CN1Cc1ccc(F)cc1 (configuration not stated)	2.5%	-2.6%	-5.5	11.3%	-3.3%	9.7	2.4	-0.4	-0.5%
O=C(c1cccc(Br)c1)N1CCN(c2ccccn2)CC1	-3.3%	0.5%	0.5	22.3%	1.2%	-7.2	-1.6	-0.4	-3.8%
Cc1nc(CCNC(=O)Cc2ccccc2)cs1	-19.4%	-11.4%	-0.2	-3.0%	2.2%	-6.5	4.8	0.5	4.3%
Cc1ccc(NC(=O)c2ccc(NC(=O)c3ccccc3)cc2)cc1C	-9.0%	?	2.6	?	-5.2%	-17.0	-6.6	1.3	-26.2%
CCN(CC(=O)Nc1ccc2c(c1)OCCO2)S(=O)(=O)c1ccc(C)cc1	-6.0%	-20.0%	.	0.0%	-4.2%	16.7	20.7	-1.1	-10.0%
C=CCn1c(=N)n(CC(=O)c2ccc(Br)cc2)c2ccccc21	3.8%	-2.3%	2.9	?	-18.8%	-7.9	-7.0	0.0	?
CCOc1ccc(S(=O)(=O)Nc2cccc(C(=O)NCC(c3ccccc3)N(C)C)c2)cc1 (configuration not stated)	0.0%	-10.1%	3.2	?	-8.6%	-67.9*	-16.6	0.7	-5.8%
Cc1cccnc1NC(=O)Cn1nc(-c2ccccc2)oc1=S	1.7%	-9.9%	-8.5	?	23.8µM*	-20.4	13.6	-4.2	-0.9%
CCOC(=O)c1c(NC(=O)CSc2nc(C)cc(C)c2C#N)sc(C(C)=O)c1C	0.2%	-10.2%	-6.1	5.3%	-18.2%	0.7	1.0	-2.3	5.0%
Cc1ccc(S(=O)(=O)N2CCC[C@H]2C(=O)NC2CCCCC2)cc1	-7.2%	2.0%	-16.6	-4.2%	3.2%	16.4	2.6	2.5	-3.5%
Cc1cc(NC(=O)COC(=O)c2ccc(Cl)cc2)no1	-2.8%	-18.4%	-23.0	4.0%	5.3%	14.8	-2.7	-1.3	-3.2%
Cc1ccc(C2CC(=O)C(C=NCCN3CCN(C(=S)Nc4ccc(F)cc4)CC3)=C(O)C2)cc1 (configuration not stated)	7.5%	-4.4%	-6.6	-15.1%	-11.8%	-11.3	-5.4	-0.1	-3.4%
CCC1(C)CC(CC(=O)O)(c2ccccc2OC)CCO1 (configuration not stated)	-0.4%	-15.2%	8.9	13.5%	-4.3%	0.0	1.9	-0.2	8.8%
C#CCOCCOCCOCCNc1nc(N2CCN(C(=O)[C@H](CCC(=O)O)n3cc(C(N)Cc4ccc(O)cc4)nn3)CC2)nc(N2CCN(C(=O)[C@H](Cc3cc4ccccc4[nH]3)n3cc(C(N)[C@H](C)CC)nn3)CC2)n1 (some centres not stated)	-2.6%	?	-3.2	2.9%	0.1%	5.7	6.4	-0.1	-8.7%
c1cncc(-c2nc(N3CCOCC3)c3ccccc3n2)c1	16.6%	-16.3%	.	76.4%[activator]	-19.5%	-5.1	-0.9	2.9	-3.5%
Cc1cc(-c2ccc(C)c(S(=O)(=O)NCC3CCN(Cc4cccc(F)c4)CC3)c2)on1	4.3%	-20.6%	10.0	?	2.2%	-17.5	-3.4	-0.2	3.9%[57.1 µM]
COc1cc2c(c(OC)c1OC)-c1ccc(NC(=O)c3ccc(F)cc3)c(=O)cc1[C@@H](NC(C)=O)CC2	22.1%	-19.9%	8.7	?	-3.8%	29.9	-1.4	-0.5	-8.4%
CN(CCC1CCCCO1)C(=O)c1cc(COc2ccc(F)cc2F)on1 (configuration not stated)	3.3%	2.5%	5.5	?	-0.3%	-19.8	-2.2	-2.8	3.9%
c1ccc(SCc2nc(-c3cccnc3)no2)cc1	-1.2%	0.7%	-2.3	-25.6%	-12.2%	19.2	8.1	-0.7	5.7%
COc1ccccc1OCCn1c(SCC(=O)O)nc2ccccc21	-7.5%	-21.0%	-3.4	0.8%	-17.0%	0.8	-0.2	0.0	-4.6%[11.6 µM]
Cc1cc(C)c(S(=O)(=O)NCc2ccc3c(c2)cc(C)n3C)c(C)c1	2.3%	1.5%	-4.6	-29.1%	-3.2%	-22.1	-5.2	-3.6	?
CCc1ccccc1NC(=O)CNC(=O)CCNC(=O)Nc1ccccc1	-4.1%	-11.1%	0.4	-21.9%	-1.9%	6.9	5.9	-0.5	-6.4%

Quoted at random: 6 compounds from above
SMILES	GLP1R ag	HEK293 tox	PI5P4K alpha inh	GLP-1R inv ag	PLK1 PBD block	D3 antag	DRD3 agonist	IL2 activator	WRN helicase inh
O=C(c1cccc(Br)c1)N1CCN(c2ccccn2)CC1	-3.3%	0.5%	0.5	22.3%	1.2%	-7.2	-1.6	-0.4	-3.8%
Cc1ccc(C2CC(=O)C(C=NCCN3CCN(C(=S)Nc4ccc(F)cc4)CC3)=C(O)C2)cc1 (configuration not stated)	7.5%	-4.4%	-6.6	-15.1%	-11.8%	-11.3	-5.4	-0.1	-3.4%
COc1ccccc1OCCn1c(SCC(=O)O)nc2ccccc21	-7.5%	-21.0%	-3.4	0.8%	-17.0%	0.8	-0.2	0.0	-4.6%[11.6 µM]
O=S1(=O)CC(N2CCCC2)CN1Cc1ccc(F)cc1 (configuration not stated)	2.5%	-2.6%	-5.5	11.3%	-3.3%	9.7	2.4	-0.4	-0.5%
CN(CCC1CCCCO1)C(=O)c1cc(COc2ccc(F)cc2F)on1 (configuration not stated)	3.3%	2.5%	5.5	?	-0.3%	-19.8	-2.2	-2.8	3.9%
O=C(CSc1nnc(-c2ccncc2)n1Cc1ccco1)Nc1nccs1	8.2%	-6.4%	0.3	10.2%	-3.3%	10.0	0.8	-0.4	-0.8%[57.1 µM]

Assay outcomes deposited in PubChem by National Center for Advancing Translational Sciences (NCATS).
